EPAC1 agonist – qHTS for Agonist of cAMP-regulated guanine nucleotide exchange factor 3 (EPAC1): primary screen | Rap guanine nucleotide exchange factor 3 (Homo sapiens), O95398 | EPAC1 agonist qHTS, biochemical assay; response scale: 100% = response to 6.5 mM cAMP | AID 720707, 2013 | 360,000 tested, 0.073% active | Potency, µM (doses to about 154 µM), inactives show top-dose activation, hits mostly activators; further: potency means the concentration at half of the fitted maximal effect; nearly all actives have a fitted effect of over 60% in size
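Fluorescent GDP-exchange assay: 100 nM EPAC1 with 250 nM Rap1B preloaded with BODIPY-GDP and 50 uM GDP; compounds tested as concentration series, 5 min at room temperature, then read every 5 min for 30 min (ex 480/em 540 nm); normalized to 6.5 mM cAMP.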
WRN inhibitor – qHTS for Inhibitors of WRN Helicase. AID 651768, 2012. WRN helicase unwinding, fluorescent forked duplex, kinetic. 360,000 tested, 0.46% active. Potency, µM (titrated, usually from 114 µM), without a hit: at the top dose activity change, negative = inhibition, usual class: inhibitors. Bifunctional 3'-5' exonuclease/ATP-dependent helicase WRN (Homo sapiens), Q14191; further: potency means the concentration at half of the fitted maximal effect; on the % scale 0 is the no-effect control and ±100 the full control effect; nearly all actives have a fitted effect of over 55% in size
Target sequence (Q14191 whole entry, looked up): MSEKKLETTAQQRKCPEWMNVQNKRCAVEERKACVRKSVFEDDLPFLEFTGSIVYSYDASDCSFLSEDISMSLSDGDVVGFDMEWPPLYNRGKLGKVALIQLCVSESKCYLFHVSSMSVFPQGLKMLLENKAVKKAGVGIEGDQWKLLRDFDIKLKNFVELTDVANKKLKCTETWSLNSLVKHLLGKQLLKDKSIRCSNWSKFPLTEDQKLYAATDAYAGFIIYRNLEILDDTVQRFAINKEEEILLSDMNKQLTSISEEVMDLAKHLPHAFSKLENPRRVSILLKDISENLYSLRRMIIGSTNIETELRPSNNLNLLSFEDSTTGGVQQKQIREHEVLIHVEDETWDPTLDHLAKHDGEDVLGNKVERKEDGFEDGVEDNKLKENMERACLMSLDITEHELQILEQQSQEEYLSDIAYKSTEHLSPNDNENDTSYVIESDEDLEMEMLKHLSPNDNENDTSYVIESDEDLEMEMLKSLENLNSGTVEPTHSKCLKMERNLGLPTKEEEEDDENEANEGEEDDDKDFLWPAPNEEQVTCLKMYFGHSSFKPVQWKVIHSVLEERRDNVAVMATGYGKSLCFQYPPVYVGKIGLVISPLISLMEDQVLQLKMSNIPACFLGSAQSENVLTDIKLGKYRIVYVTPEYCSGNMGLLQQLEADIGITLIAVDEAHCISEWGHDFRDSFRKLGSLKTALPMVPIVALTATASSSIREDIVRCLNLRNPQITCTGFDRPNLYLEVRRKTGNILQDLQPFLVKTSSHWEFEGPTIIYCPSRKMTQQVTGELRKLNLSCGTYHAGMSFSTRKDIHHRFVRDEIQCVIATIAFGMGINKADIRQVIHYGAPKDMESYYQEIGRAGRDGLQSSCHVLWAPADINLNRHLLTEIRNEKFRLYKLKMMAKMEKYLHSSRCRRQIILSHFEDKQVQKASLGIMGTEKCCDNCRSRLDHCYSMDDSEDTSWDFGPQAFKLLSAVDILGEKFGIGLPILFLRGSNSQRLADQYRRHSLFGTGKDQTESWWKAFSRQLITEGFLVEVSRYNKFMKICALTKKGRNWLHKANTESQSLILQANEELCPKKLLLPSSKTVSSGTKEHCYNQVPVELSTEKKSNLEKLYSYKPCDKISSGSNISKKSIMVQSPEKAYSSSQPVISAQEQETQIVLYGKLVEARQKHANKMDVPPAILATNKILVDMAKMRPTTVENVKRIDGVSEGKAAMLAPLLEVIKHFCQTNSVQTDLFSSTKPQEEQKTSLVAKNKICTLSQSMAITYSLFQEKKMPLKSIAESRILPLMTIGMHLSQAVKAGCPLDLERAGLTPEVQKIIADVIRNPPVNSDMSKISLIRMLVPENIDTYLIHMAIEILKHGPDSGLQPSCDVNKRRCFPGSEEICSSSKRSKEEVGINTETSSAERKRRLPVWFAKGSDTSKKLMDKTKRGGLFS
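Fluorescence dequenching readout, ex 525 nm/em 598 nm, kinetic mode: forked duplex DNA (100 nM final) with adjacent fluorophore and quencher unwound by WRN (20 nM final) with 2 mM ATP. Compound preincubation 15 min, room temperature.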
PLK1 PBD inh – qHTS for Inhibitors of PLK1-PDB (polo-like kinase 1 - polo-box domain): Primary Screen. Serine/threonine-protein kinase PLK1 (Homo sapiens), P53350. Plk1 PBD binding of FITC phosphopeptide, fluorescence polarization. Potency, µM, without a hit: max response, negative = inhibition, usual class: inhibitors. 360,000 tested, 2.8% active; further: potency means the concentration at half of the fitted maximal effect; series mostly up to about 57 µM; on the % scale 0 is the no-effect control and ±100 the full control effect; nearly all actives have a fitted effect of over 65% in size
EPAC1 antag – qHTS for Antagonist of cAMP-regulated guanine nucleotide exchange factor 3 (EPAC1): primary screen. 360,000 tested, 0.14% active. AID 720709, 2013. EPAC1 GEF assay, Rap1b-BODIPY-GDP exchange fluorescence. Rap guanine nucleotide exchange factor 3 (Homo sapiens), O95398. Potency, µM (highest dose often 115 µM), inactives show top-dose activity change, negative = inhibition, most hits filed as inhibitors;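 further: potency means the concentration at half of the fitted maximal effect; plate controls were vehicle for no effect and positive control for full effect; nearly all actives have a fitted effect of over 50% in size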
PI5P4Ka inh – qHTS for Inhibitors of phosphatidylinositol 5-phosphate 4-kinase (PI5P4K); max response, %; Phosphatidylinositol 5-phosphate 4-kinase type-2 alpha (Homo sapiens), P48426; 330,000 tested, 1.2% active; AID 652105, 2013; PI5P4Kalpha enzyme, ADP-Glo luminescence, 60 min; stronger effect = lower value; active means max response of -50% or lower; inconclusive means between -30% and -50%; inactive means -30% or higher; further: value at the top dose of about 77 µM; on the % scale 0 is the no-effect control and ±100 the full control effect
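Enzyme plus substrate dispensed, test compounds pinned in, then ATP (5 microM final) added. After 60 min at RT, ADP-Glo reagent 1 for 45 min and reagent 2 for 30 min preceded luminescence imaging.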
IL-2 act – qHTS of IL-2 Activators. IL-2 activation reporter assay, cell-based qHTS; stimulated with anti-CD3/CD4/CD28 beads; in transgenic mouse T cells. activation, % (series mostly up to about 46 µM). 360,000 tested, 0.065% active. AID 652025, 2013; in the data active means activation above about 50%; inconclusive means mostly about 30% to 49%; further: 0% is about no effect
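Unstimulated transgenic mouse T cells, 750 per well, received compound and, after 60 minutes, anti-CD3/anti-CD4 bead plus anti-CD28 stimulation. EGFP and DsRed were quantified after 18 hours.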
EPAC2 agonist – qHTS for Agonist of cAMP-regulated guanine nucleotide exchange factor 4 (EPAC2): primary screen; Rap guanine nucleotide exchange factor 4 (Homo sapiens), Q8WZA2; EPAC2 activation, biochemical qHTS; response scale: 100% = 6.5 mM cAMP response; Potency, µM (titrated, usually from 154 µM), without a hit: at the top dose activation, hits mostly activators; 360,000 tested, 0.079% active; further: potency means the concentration at half of the fitted maximal effect; nearly all actives have a fitted effect of over 50% in size
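Nucleotide exchange monitored as fluorescence drop when BODIPY-GDP leaves Rap1B. Reaction: 100 nM EPAC2, 250 nM RAP1B-BODIPY-GDP, 50 uM GDP, room temperature, kinetic read over 30 min. Activity expressed relative to 6.5 mM cAMP.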
CCT modulator – High-Throughput Screening for Modulators of Cytosolic Chaperonin Activity; purified chaperonin ATPase assay, HTRF ADP detection, 30 min; activity change, % (concentration not given with the values), hits read low; 360,000 tested, 0.3% active; AID 651819, 2012; in the data active means activity change below about -30%; further: on the % scale 0 is the no-effect control and ±100 the full control effect
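TRiC at 40 or 20 nM final (batch-dependent) in 30 mM Tris pH 7.4, 100 mM KCl, 5 mM MgCl2, 1 mM DTT, with compound at single 76 uM and 10 uM ATP, 30 min at 37 deg C. ADP detected by HTRF Transcreener, 665/615 ratio.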
Starred values were filed as active, the others as inactive; ? = inconclusive; . = not tested or not shown; [ ] = another dose, or the depositor's remark. Unless noted, the call rests on the fitted dose curve; in most records, active means well fitted curve in the direction sought with a large enough effect; inconclusive means small, poorly fitted or top-dose-only effect, or another doubt; inactive means no such curve, though single readings can be large; an effect the other way counts as inactive or inconclusive.

SMILES	EPAC1 agonist	WRN inhibitor	PLK1 PBD inh	EPAC1 antag	PI5P4Ka inh	IL-2 act	EPAC2 agonist	CCT modulator
CCCCCCNC(=O)CCCCCNS(=O)(=O)c1ccc(OC)cc1	-7.7%	-20.2%	0.3%	-13.5%	2.9	-1.6	-0.7%	-1.4
CCCCc1c(C)c2cc(C)ccc2[nH]c1=O	1.1%	2.4%	1.3%	-1.4%	2.7	-0.1	1.2%	-0.4
Cc1ccc(S(=O)(=O)N2CCN(C)CC2)c(C)c1N(C)S(=O)(=O)c1ccc(Cl)cc1	3.0%	-17.4%	3.0%	?	11.2	1.5	11.4%	0.3
COc1cc(-c2nnc(SCC(=O)N3CCCC3)o2)cc(OC)c1OC	16.5%	-3.5%	?	-6.5%	-13.5	-0.6	9.8%	-1.3
Cc1cccc(S(=O)(=O)N(CC(=O)Nc2ccccc2C)Cc2ccco2)c1	9.4%	-8.0%	-3.1%	-3.2%	-7.0	0.1	16.1%	-9.9
COc1cc(S(=O)(=O)NCc2ccccn2)c(OC)cc1Cl	1.7%	-4.4%	-0.5%	4.3%	.	0.1	5.7%	-0.3
O=C1CSC(c2cccnc2)N1c1ccc(F)cc1 (stereo not drawn)	6.5%	7.4%	-5.2%	6.0%	.	-0.9	8.2%	-3.3
COc1ccc(/C=C/C(=O)NC(C)CCc2ccccc2)cc1OC (stereo not drawn)	-1.6%	-2.1%	-6.1%	-8.9%	2.6	-1.5	10.2%	-7.4
CCNC(=O)COc1cc(C)c(Cl)c(C)c1	5.7%	1.1%	-9.6%	0.3%	1.6	-1.1	4.9%	-4.4
CCOc1ccc(-n2c(-c3ccccc3)c[n+]3c2CCCCC3)cc1	7.2%	-9.6%	-8.7%	-21.2%	2.1	-0.7	6.2%	-0.7
Cc1ccc(OCC(=O)N/N=C/c2c[nH]c3ccccc23)c([N+](=O)[O-])c1	-15.2%	-6.6%	-2.0%	-5.9%	-19.4	-2.0	-8.2%	-0.3
COc1ccccc1NC(=O)C(CCS(C)(=O)=O)N1C(=O)c2ccccc2C1=O (stereo not drawn)	0.0%	-13.2%	-0.5%	-28.0%	0.6	8.5	1.5%	-0.4
C/C(=N\OCC(=O)Nc1ccc(Br)cc1)c1cccs1	10.6%	-4.6%	1.9%	-16.6%	-3.5	0.4	14.6%	-0.6
O=S(=O)(Nc1ccc2c(c1)OCO2)c1ccc(Br)s1	6.9%	-12.1%	-17.8%	8.2%	.	1.4	13.0%	-2.1
Cn1nc(Oc2ncc(C(F)(F)F)cc2Cl)cc1C(F)(F)F	1.9%	7.7%[57.1 µM]	26.7µM*	-5.2%	-17.2	0.6	-0.7%	0.2
C=C(C)Cn1c(C)cc(C)c(S(=O)(=O)c2ccc(C)cc2)c1=O	-9.1%	-5.4%	-6.7%	-15.0%	14.6	-2.6	9.7%	-1.3
COC(=O)c1[nH]c2ccc(Cl)cc2c1NC(=O)CN1CCc2cc(OC)c(OC)cc2C1	11.7%	-4.3%	-1.7%	3.7%	-12.1	-0.2	-8.1%	0.3
Nc1[nH]c(N=NC(=O)c2ccccc2)c2ccccc12	7.5%	-2.7%[57.1 µM]	1.6%	-8.5%	-10.2	-0.5	7.3%	3.6
O=C(O)c1ccc(Cl)c(S(=O)(=O)NCC2CCCO2)c1 (stereo not drawn)	-1.6%	1.6%	-5.9%	-0.7%	.	-1.3	9.9%	1.2
O=C(NNC(=O)C1CCN(Cc2cccc(F)c2)CC1)c1cccc(Cl)c1	13.1%	-7.1%	-6.7%	4.7%	-4.9	0.2	17.3%	-3.8

One compound at a time, from the list above.
COc1ccc(/C=C/C(=O)NC(C)CCc2ccccc2)cc1OC (stereo not drawn) across the screens: EPAC1 agonist = -1.6%; WRN inhibitor = -2.1%; PLK1 PBD inh = -6.1%; EPAC1 antag = -8.9%; PI5P4Ka inh = 2.6; IL-2 act = -1.5; EPAC2 agonist = 10.2%; CCT modulator = -7.4
COc1cc(-c2nnc(SCC(=O)N3CCCC3)o2)cc(OC)c1OC across the screens: EPAC1 agonist = 16.5%; WRN inhibitor = -3.5%; PLK1 PBD inh = ?; EPAC1 antag = -6.5%; PI5P4Ka inh = -13.5; IL-2 act = -0.6; EPAC2 agonist = 9.8%; CCT modulator = -1.3

(list continues)
SMILES	EPAC1 agonist	WRN inhibitor	PLK1 PBD inh	EPAC1 antag	PI5P4Ka inh	IL-2 act	EPAC2 agonist	CCT modulator
Cc1ccc(CNC(=O)c2cc(-c3ccccc3C)n(CC3CC(c4cccc([N+](=O)[O-])c4)=NO3)n2)cc1 (stereo not drawn)	5.2%	-4.7%	-8.5%	2.0%	0.3	-0.3	6.8%	2.0
CCN(CC)S(=O)(=O)c1cccc(C(=O)N/N=C/c2ccc([N+](=O)[O-])o2)c1	5.1%	-8.2%	-19.4%	-19.7%	-14.0	0.9	-0.6%	-1.7
CC(C)n1ncc(N2CCOCC2)c(Cl)c1=O	-1.3%	4.2%	-16.8%	?	0.2	-5.8	10.5%	-2.6
Cc1ccccc1C(=O)c1c[nH]c(C(=O)NCCc2ccccn2)c1	-4.9%	-23.9%	-0.7%	-5.5%	-8.1	-3.5	3.5%	0.3
O=C(Nc1ncnc2c1CCC2)C12CC3CC(CC(C3)C1)C2	7.6%	-6.1%	-10.0%	-0.2%	.	-3.3	1.0%	-7.2
CC(=O)N(C(C)=O)n1c(/C=C/c2ccc([N+](=O)[O-])cc2)nc2ccccc2c1=O	0.8%	-9.1%	-30.0%	4.2%	-29.7	-0.3	-4.0%	-4.3
Cc1c(C(=O)NCc2ccccc2CN2CCCC2)oc2ccccc12	-10.1%	-10.1%	-6.4%	-19.6%	3.4	-0.9	4.2%	-0.1
CCOc1ccccc1C(=O)N(CN1CCCC1=O)c1ccc(C)c(Cl)c1	4.6%	0.8%	-2.8%	-8.4%	.	-1.4	10.9%	-3.5
COc1ccc(S(=O)(=O)NC2CCCCC2)c(C)c1C	7.0%	0.2%	2.9%	-25.2%	-0.1	-1.8	6.6%	4.6
O=C(Cc1ccc(F)cc1)N1CCN(c2ccc(F)cc2)CC1	-4.4%	7.4%	3.0%	11.5%	-1.4	-0.7	-0.4%	2.6
O=C(Nc1ccc(N2CCOCC2)cc1)c1ccncc1	0.0%	-0.6%	-0.8%	-9.1%	8.4	-0.2	0.9%	-0.9
COc1ccccc1NC(=O)Nc1nn(C)c2cccc(N(C)C)c12	9.4%	-28.1%	-6.2%	-17.7%	-2.7	-0.4	26.8%	-5.5
CCN(C(=O)CSc1nc2ccccc2o1)C1CCS(=O)(=O)C1 (stereo not drawn)	-2.4%	4.1%	-5.6%	12.0%	0.9	-1.0	3.4%	-2.5
CCOc1ccc(N(CC(=O)Nc2cc(C)ccc2C)S(=O)(=O)c2c(C)[nH]c(=O)[nH]c2=O)cc1	3.6%	-11.1%	2.6%	2.7%	8.5	-0.1	4.2%	-1.3
CCC(C)NC(=O)NC1C(NC(=O)NC(C)CC)N(C)C(=O)N1C (stereo not drawn)	-5.0%	1.6%	-2.3%	8.0%	.	-0.6	3.4%	1.2
CCOc1ccc(S(=O)(=O)NCCC(=O)N2CCN(Cc3ccccc3)CC2)cc1	?	0.8%	-0.7%	-0.1%	-6.5	-0.8	3.4%	-2.5
CCOC(=O)Cc1csc(SCC(=O)NC2CCCC(C)C2C)n1 (stereo not drawn)	2.2%	4.4%	-11.5%	2.7%	8.9	5.4	3.9%	-0.9
CCCCC(CC)C1OCC(C[N+]2(C)CCOCC2)O1 (stereo not drawn)	9.9%	-3.1%	14.7%	0.4%	-4.2	-2.2	-4.6%	0.1
CC1(c2cccs2)CC(c2cccs2)=C(C#N)C(=O)N1 (stereo not drawn)	4.8%	-34.2%	-8.5%	19.3%	.	-2.9	10.8%	0.5
Cc1ccc(S(=O)(=O)N(C)c2ccc(OCC(=O)Nc3nnc(C4CC4)s3)cc2)cc1	1.8%	-7.4%	-13.6%	-5.2%	-1.4	-2.1	4.2%	-1.1
COc1ccc(C)cc1S(=O)(=O)Nc1cc(Cl)ccc1Cl	9.3%	-13.3%	-10.1%	-4.5%	-4.3	-0.6	17.2%	-1.8
Cc1ccc(C(=O)Nc2cc(S(=O)(=O)N3CCOCC3)ccc2N2CCCC2)cc1	-5.7%	0.1%	0.6%	-8.4%	-4.4	1.0	1.4%	1.2
COc1ccc(CCC(=O)OCC(=O)Nc2ccc3[nH]c(=O)[nH]c3c2)cc1	-2.9%	-31.8%	-4.0%	-12.2%	4.9	-0.8	0.7%	-1.9
CC1CCN(c2ccc(-c3ccc(NC(=O)c4ccco4)cc3)nn2)CC1	0.0%	-2.8%	-1.3%	4.7%	-3.9	-1.6	1.3%	-0.8
Cc1ccc(CN(CC(=O)NCc2ccc3c(c2)OCO3)C(=O)c2csnn2)cc1	0.0%	5.2%	-18.6%	-21.5%	-1.8	0.2	2.6%	-3.5
COc1ccccc1-c1cnc(C(O)c2ccc(C)cc2C)[nH]1 (stereo not drawn)	0.6%	2.9%[57.1 µM]	-20.1%	?	-1.0	2.9	3.9%	-1.1
Cc1nc(SCC(=O)Nc2ccccc2Cl)c2c(C)c(C)sc2n1	-0.4%	2.2%	-25.0%	-6.8%	0.3	-0.6	-1.1%	-1.1
Cc1ccc(NC(=O)c2cc(-c3ccc4c(c3)OCO4)on2)cc1C	6.8%	1.2%	-8.2%	7.3%	-3.1	0.0	7.5%	0.5
Cc1ccc(S(=O)(=O)Nc2ccccc2C(N)=O)cc1	12.2%	-0.3%	2.3%	2.6%	-0.3	8.4	6.2%	-0.7
CCCc1ccc(-c2csc(NC(=O)C3=COCCO3)n2)cc1	5.8%	-7.0%	-2.3%	-9.6%	21.2	0.3	1.2%	0.3

Bioassay records as filed in PubChem.

An excerpt, so the mix of outcomes need not match the whole.
